Bioassay records as filed in PubChem BioAssay.
EWS-Fli block = EWS/Fli-driven NR0B1 reporter inhibitors, primary screen, A673 cells, NR0B1 luciferase, luminescence, MLPCN library; viability-normalised; AID 651661, 2012; inhibition, % at 12.6 µM; 350,000 compounds, 0.67% hits;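 active = mean inhibition of at least 50% after viability correction, with every replicate also passing that limit; inconclusive = mean reaches 50% but only one of two replicates passes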;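 note: firefly luciferase signal divided by Alamar Blue viability fluorescence both relative to DMSO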
DENV2 CPE = inhibitors of DENV2 cytopathic effect, primary screen, cell-based, plate reader, single concentration; DENV2-infected cells, cytopathic effect rescue; CPE inhibition, % at 9.99 µM; 350,000 compounds, 1.7% hits; AID 651640, 2012; in the data active = CPE inhibition above about 20%, passing the limit was not always enough; inconclusive = no clear call, values can overlap the other calls; tested in BHK-21 cells;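 note: 0% = median of neutral control wells and 100% = median of positive control wells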
miR-122 sensor = miR-122 Renilla sensor signal increase in Huh7, primary screen, miR-122 inhibitor project, cell-based, single point, plate reader; 340,000 compounds, 0.3% hits; activation (reporter increase), % at 12.5 µM; AID 602342, 2012; Huh7 miR-122 Renilla luciferase sensor, 48 h; neutral wells = 0, positive control = 100;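 active = mean replicate activation score at least 90 and every replicate individually at or above 90; inconclusive = only one of the two criteria met; inactive = neither criterion met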;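 note: higher luciferase means less miR-122 activity so hits act as miR-122 inhibitors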
PAX8 reporter = inhibitors of PAX8-driven TPO luciferase reporter, primary screen, RMG-I cells, single concentration | 360,000 compounds, 1.2% hits | SteadyGlo, 24 h | inhibition, % at 12.6 µM;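 active = mean replicate inhibition at least 60% with every replicate also reaching 60%; inconclusive = only one of the two criteria is met; inactive = mean below 60% and not all replicates reaching 60%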;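 note: luciferase light reporting Pax8 driven TPO promoter activity; plate controls were median of neutral control wells for no effect and mitoxantrone controls for full effect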
GSIS activator = GLuc luminescence reporter in INS-1E cells, primary screen for activators of glucose-dependent secretion of insulin. INS-1E GLuc reporter insulin secretion, 2-3 h. AID 743287, 2014. activation, % at 16.6 µM. 370,000 compounds, 0.61% hits;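 active = lowest replicate activation of at least 40%, so every replicate reaches that level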;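 note: 0% = median of neutral control wells and 100% = median of IBMX positive control wells; some compounds called inactive have numbers as strong as hits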
FN deposit inh = inhibitors of fibronectin matrix deposition, primary screen, AH1F cells, Alexa488-fibronectin fluorescence, plate reader; AH1F fibroblasts, overnight; inhibition, % at 12.6 µM; 350,000 compounds, 0.086% hits;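 active = mean inhibition across replicates of 30% or more, regardless of how many single replicates reach that level; inconclusive = mean under 30% yet at least half of replicates reach 30%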;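 note: positive control wells lacked labelled fibronectin entirely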
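Schedule: 1 h cell adhesion before compound, then overnight fibronectin incubation; test system: AH1F fibroblast monolayer depositing Alexa488-labelled fibronectin into matrix; quantity: 10000 AH1F cells per well; probe or stimulus: fluorescent fibronectin at 24 nM final; signal: fluorescence, ex 485 nm, em 525 nm; evaluation: percent inhibition as loss of matrix-bound fibronectin fluorescence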
F508del corr = F508del CFTR correction, initial screen, CFBE line, single point; CFBE cells, YFP halide quenching; stimulated with forskolin plus potentiator P3; % fluorescence drop versus neutral controls; activity (quench increase), % at 7.58 µM; 350,000 compounds, 0.36% hits;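 active = mean added fluorescence quench of at least 8% versus neutral control, with both replicates also reaching 8%; inconclusive = only one of the mean or replicate conditions met; inactive = mean below 8% and not both replicates reaching 8%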;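 note: cells transiently co-express mutant CFTR-F508del with the halide-sensitive YFP; corrector assay measuring rescue of mutant channel to the surface after 24 h compound exposure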
* marks the source's active call; other numbers are inactive results; ? = inconclusive; nt = no result given; [ ] = dose if it differs, or a comment. Outcome played no part in choosing rows. About 3.9% of those tested had a hit in this group.

SMILES	EWS-Fli block	DENV2 CPE	miR-122 sensor	PAX8 reporter	GSIS activator	FN deposit inh	F508del corr
C[C@]12CCC(=O)C[C@@H]1CC[C@@H]1[C@@H]2CC[C@]2(C)C=CC[C@@H]12	-1	-5	-18	-12	nt	1	8.0
C[C@@H]1CN([C@H](C)CO)C(=O)c2cc(C3=CCCCC3)cnc2O[C@@H]1CN(C)Cc1cccc(F)c1	-5	-10	12[16.7 µM]	nt	2	nt	-1.5
Cc1sc2ncnc(Sc3ccccc3C(=O)O)c2c1C	1	12	nt	7	18	-1	nt
CN(C)c1cc(-c2ccc(F)cc2)oc(=O)c1Cl	15	5	2	6	-10	9	-2.6
O=C(C[C@H]1C=C[C@H](NC(=O)Cc2ccccn2)[C@@H](CO)O1)NCCCN1CCOCC1	9	-7	nt	0	10	-1	-0.5
CCNS(=O)(=O)c1ccc(CCC(=O)NCCc2ccc(OC)cc2)cc1	-5	7	3	7	2	-4	2.1
CCN(C[C@H]1[C@H](c2ccc(C3=CCCCC3)cc2)[C@H](CO)N1CC1CC1)C(C)=O	-1	nt	-8[16.7 µM]	4	5	4	-2.0
O=C(Oc1ccc([N+](=O)[O-])cc1)c1cncc(Br)c1	-5	12	-4	-1	8	-5	1.2
CCOC(=O)Cn1cc(C(=O)c2cccs2)c2ccccc21	nt	nt	2	22	nt	8	nt
N#Cc1c(N)n(-c2ccc(C(=O)O)cc2)c2nc3ccccc3nc12	0	?	1	11	10	-3	0.2
COc1ccc(-c2csc(Nc3ccc(Oc4ccccc4)cc3)n2)cc1	4	-1	-7	-11	18	nt	-4.1
CC(C)CC1=NN(C(=O)c2ccncc2)C(O)(C(F)(F)F)C1 (stereo not drawn)	nt	nt	15	nt	22	4	nt
CC1(C(=O)NS(=O)(=O)c2cccc(C#N)c2)CCN1C(=O)CCc1ccccc1 (stereo not drawn)	6	-7	-43	-7	12	4	-1.4
C[C@@H]1CN([C@@H](C)CO)C(=O)c2cc(C#CC3CCCC3)cnc2O[C@H]1CN(C)C(=O)C1CCC1	4	-2	3[16.7 µM]	nt	-5	nt	-3.7
COc1ccccc1N1CCN(CCN2C(=O)CC3(CCCC3)CC2=O)CC1	-1	10	4	0	nt	2	-2.9
Cc1ccc(-n2ncc3c(NCc4ccco4)ncnc32)c(C)c1	-14	-5	-5	-17	9	-12	-1.0
COc1ccc(/C=N/NC(=O)c2cccnc2)cc1COc1ccc([N+](=O)[O-])c(C)c1	47	-3	4	18	nt	11	-1.5
O=C(Cc1nnc(NC(=O)Nc2ccc(Cl)cc2)s1)NCc1ccccc1	10	5	nt	22	3	4	0.6
Cc1ccc(S(=O)(=O)C[C@@H]2OC[C@H](C(C)C)N2S(=O)(=O)c2ccc(C)cc2)cc1	-2	2	nt	-9	0	9	-3.2
CCCCCCCNC(=O)C1(CC2CC(c3ccc(Cl)cc3)=NO2)CCN(C(=O)c2ccccc2)CC1 (stereo not drawn)	11	-6	-1	-2	-6	-14	-0.7

Taken from above:
FN deposit inh result of COc1ccccc1N1CCN(CCN2C(=O)CC3(CCCC3)CC2=O)CC1 : 2
miR-122 sensor result of C[C@@H]1CN([C@@H](C)CO)C(=O)c2cc(C#CC3CCCC3)cnc2O[C@H]1CN(C)C(=O)C1CCC1 : 3[16.7 µM]

(more compounds)
SMILES	EWS-Fli block	DENV2 CPE	miR-122 sensor	PAX8 reporter	GSIS activator	FN deposit inh	F508del corr
C[C@@H]1CCCCO[C@H](CN(C)C(=O)Cc2ccccc2)[C@H](C)CN([C@H](C)CO)C(=O)c2cc(NS(=O)(=O)c3ccc(F)cc3)ccc2O1	18	28*	12[16.7 µM]	26	-26	nt	-1.4
CC(C)(C)N(CC(=O)NC1CCCCC1)C(=O)CS(=O)CC(=O)Nc1ccc(F)cc1 (stereo not drawn)	-18	15	0	14	-9	-13	1.1
C[C@@H]1CN([C@H](C)CO)C(=O)Cc2cc(NC(=O)CCN3CCOCC3)ccc2O[C@H]1CN(C)S(=O)(=O)c1ccc(F)cc1	4	-6	-1[16.7 µM]	-8	10	nt	2.3
Cc1cc2cc3c(cc2nc1SCc1ccc(C(=O)O)cc1)OCCO3	0	19	nt	4	-11	4	nt
CCCCC(=O)c1ccc(O)cc1	0	3	-2	nt	29	nt	-2.0
COc1cc(/C=N/NC(=S)NCCN2CCOCC2)cc(OC)c1O	-16	-5	0	24	-6	9	-1.3
CCCCCCC(=O)N/N=C(\C)Cc1ccccc1	-10	0	-1	9	-6	2	0.9
O=C(Nc1ccc(F)cc1)N[C@@H]1C=C[C@@H](CC(=O)N2CCCCC2)O[C@@H]1CO	2	6	nt	0	1	-9	1.9
CCc1cc2cccc(C)c2nc1SCC(=O)NC1CCCC1	-12	0	nt	5	14	-3	-2.8
Cc1cccc(-c2nc(NCCN(C)C)c3ccccc3n2)c1	1	16	-1	22	33	-6	2.4
O=c1[nH]c(CNCc2cccnc2)nc2ccccc12	5	8	-4	-2	6	-2	-1.0
C[C@@H]1CN(c2ccc(N3CCNC[C@@H]3C)cc2C#N)CCN1Cc1ccccc1	15	6	nt	-7	7	-10	-1.2
O=C(COC(=O)C1CCN(/C=C/C(=O)C(F)(F)F)CC1)Nc1cccc(F)c1	nt	nt	nt	2	19	3	nt
Cc1ccc(OCC(O)CN2CCc3ccccc3C2)c(C)c1 (stereo not drawn)	14	4	-9	7	nt	-6	-0.1
O=C(C[C@H]1C=C[C@@H](NC(=O)C2CCOCC2)[C@@H](CO)O1)Nc1ccc(-c2ccccc2)cc1	-2	?	-9[16.7 µM]	5	0	2	0.0
COc1ccc(CN(Cc2cc3cccc(C)c3n3nnnc23)C(=O)N2CCOCC2)cc1	34	1	nt	14	4	2	-1.1
c1ccc(C2(CN3CCNC[C@@H]3CC3CCCCC3)CC2)cc1	2	nt	0	-5	-22	-8	-1.8
O=C(Cn1nc(-c2ccc(N3CCOCC3)c([N+](=O)[O-])c2)c2ccccc2c1=O)N1CCCCC1	nt	nt	-14	22	nt	6	nt
CC(C)C[C@H](NC(=O)c1nc[nH]c1C(=O)N[C@@H](CCCCNC(=O)OC(C)(C)C)C(=O)OC(C)(C)C)C(=O)OCc1ccccc1	17	-4	-1	82*	nt	11	6.2
O=C(N[C@@H]1CC[C@@H](CCNS(=O)(=O)c2cccc(Cl)c2)O[C@@H]1CO)c1ccc(F)cc1	7	1	nt	11	-5	1	0.4
CO[C@H]1CN(C)C(=O)c2cc(NS(=O)(=O)c3ccccc3Cl)ccc2OC[C@H](C)NC[C@H]1C	-7	10	-7[16.7 µM]	nt	-1	-6	-5.4
O=C(CCc1c[nH]c2ccccc12)N1CCN(c2ccc(F)cc2)CC1	33	8	1	-7	-16	2	-3.7
CN(C)c1ccc(/C=C/c2ccc3c4ccccc4ccc3[n+]2-c2ccccc2)cc1	62*	nt	-12	103*	-57	27	-17
C[C@H](CO)N1C[C@H](C)[C@@H](CN(C)C(=O)Nc2ccc(C(F)(F)F)cc2)OCCCC[C@H](C)Oc2ccc(NC(=O)NC3CCCCC3)cc2C1=O	17	-8	-9[16.7 µM]	11	8	-1	-2.0
O=C(C1CCCCN1S(=O)(=O)c1ccccc1)N1CCN(Cc2ccccc2)CC1 (stereo not drawn)	nt	nt	-5	nt	-1	0	nt
O=[N+]([O-])c1cc(-c2ccn[nH]2)ccc1Cl	-18	11	nt	-7	21	5	-3.7
CCOc1ccccc1NC(=S)NC(=O)C1CC1	nt	-3	5	-25	10	10	-0.5
C[C@@H]1CN([C@@H](C)CO)C(=O)c2cc(C3=CCCC3)cnc2O[C@@H]1CN(C)C(=O)Cc1ccncc1	-12	-2	-22[16.7 µM]	3	5	-13	-1.2
C/C=C/c1ccc2c(c1)[C@H]1[C@H](CCN1S(=O)(=O)c1ccc(C)cc1)[C@H](CO)N2	-1	-28	2[16.7 µM]	0	10	12	-0.1
C[C@H](CO)N1C[C@H](C)[C@H](CN(C)Cc2ccncc2)Oc2ncc(C#Cc3ccc(C(F)(F)F)cc3)cc2C1=O	-2	-2	-27[16.7 µM]	19	-22	nt	-0.6
CCn1c(CCNC(=O)c2cccs2)nnc1SCC(=O)Nc1ccc(Cl)cc1	nt	nt	-4	0	nt	6	nt
Cc1ccc(S(=O)(=O)Nc2cccc3c2O[C@H](CN(C)C(=O)NC2CCCCC2)[C@@H](C)CN([C@@H](C)CO)C3=O)cc1	1	-6	14[16.7 µM]	-17	-10	nt	-1.2
O=C1CC(c2cccs2)Cc2nc(NC(=O)C3CC3)ncc21 (stereo not drawn)	-10	-8	-4	-24	9	-4	-0.2
O=C(Nc1ccccc1Br)c1ccc2nccnc2c1	-71	4	nt	-208	15	3	-3.2
O=C(N[C@@H](Cc1ccccc1)C(=O)O)c1cccs1	2	-1	-2	6	6	2	-1.3
O=[N+]([O-])c1cccc(CN(CCO)Cc2ccccc2)c1	nt	nt	-4	nt	39	-9	nt
COc1ccc(S(=O)(=O)N2CC3(CN(Cc4ccncc4)[C@H](CO)c4[nH]c5cc(OC)ccc5c43)C2)cc1	-10	-11	nt	nt	-9	nt	0.0
C[C@H](CO)N1C[C@H](C)[C@H](CN(C)Cc2ccc(C(=O)Nc3ccccc3N)cc2)Oc2c(NS(=O)(=O)c3cn(C)cn3)cccc2C1=O	32	34*	nt	1	5	-8	-0.6
Cc1ccc(N2CC(C)Cn3c2nc2c3c(=O)[nH]c(=O)n2C)cc1C (stereo not drawn)	6	?	3	7	14	2	-1.7
Clc1ccc(CNc2ncccn2)cc1	2	-3	-5	-1	-9	2	-3.6
COc1cc2c(cc1OC)C(C(=O)N1CCN(c3ccccc3)CC1)C(c1cccs1)N(C)C2=O (stereo not drawn)	nt	nt	-16	-10	nt	1	nt
COc1cccc(-n2c(SCC(N)=O)nc3ccccc3c2=O)c1	7	-2	nt	1	9	nt	2.7
Cc1ccc(S(=O)(=O)N(C)C[C@H]2Oc3c(NS(=O)(=O)c4cn(C)cn4)cccc3C(=O)N([C@@H](C)CO)C[C@@H]2C)cc1	-3	nt	-2[16.7 µM]	-1	6	nt	-1.1
Cc1ccc(S(=O)(=O)N2CCCN(C(=O)CNC(=O)c3cccc(C)c3)CC2)cc1	-1	-5	nt	-6	-14	1	0.5
CN(C)CC(C)(C)CNC(=S)NCc1ccc2c(c1)OCO2	nt	nt	nt	-26	26	-1	nt
Nc1nccnc1C(=O)OCC(=O)N1CCN(S(=O)(=O)c2ccc(Cl)cc2)CC1	-8	1	nt	-6	4	-1	2.6
O=C(C1=C(O)C(=O)N(Cc2ccco2)C1c1cccc(Cl)c1)c1ccco1 (stereo not drawn)	nt	-13	-14	2	16	nt	-1.2
COc1ccc(CCNC(=O)C2CC(=O)N(CCc3ccc(C)cc3)C2)cc1OC (stereo not drawn)	2	-2	-3	-5	9	10	0.8
CCCCN(C)Cc1c(C)[nH]c2c(ccc3ccccc32)c1=O	-6	0	nt	10	-4	-1	0.1
C[C@@H]1CN([C@H](C)CO)C(=O)c2cccc(NC(=O)Nc3ccc(C(F)(F)F)cc3)c2O[C@@H]1CN(C)S(C)(=O)=O	6	?	5[16.7 µM]	12	-12	1	1.1
O=C(C(Cc1ccccc1)N1C(=O)c2ccccc2C1=O)N1c2ccccc2CCc2ccccc21 (stereo not drawn)	21	2	nt	5	3	-2	-2.5
